Source: PubChem BioAssay (National Center for Advancing Translational Sciences (NCATS))
Tau fibril FP: blocks human tau fibril formation measured by polarization; P10636; K18 P301L tau heparin fibrillization, Alexa594 FP, 6 h; Potency, µM (series often up to 57.7 µM), without a hit: at the top dose activity, negative = inhibition, hits mostly inhibitors; 0.39% of 280,000 active; AID 1468; also: potency is read from the fitted curve at half-maximal effect; % is scaled to controls: 0 for no effect and ±100 for the full control effect; nearly all actives have a fitted effect of over 55% in size
Target sequence (P10636 561-689 P618L limits assumed): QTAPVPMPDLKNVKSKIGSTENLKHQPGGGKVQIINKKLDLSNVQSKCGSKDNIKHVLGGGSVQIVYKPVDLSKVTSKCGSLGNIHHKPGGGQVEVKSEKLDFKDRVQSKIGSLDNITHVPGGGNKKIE
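K18 P301L tau (15 uM unlabeled/0.24 uM Alexa 594-labeled, final) + compound + heparin 20 uM final; 100 mM NaOAc pH 7; 6 hr 37 C; ThT 30 uM final added, 1 hr RT; FP ex 555/em 632 nm.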
NPSR antag: blocks cAMP signaling of the human neuropeptide S receptor; 1% of 220,000 active; Potency, µM (highest dose often 38.3 µM), for the others: at the top dose activity change, negative = inhibition, most hits filed as inhibitors; AID 1461; CHO-NPSR cells, cAMP TR-FRET, antagonist mode; Q6W5P4; also: potency is read from the fitted curve at half-maximal effect; % is scaled to controls: 0 for no effect and ±100 for the full control effect; nearly all actives have a fitted effect of over 50% in size; many of its hits are not listed in these tables
Target sequence (Q6W5P4 whole entry, looked up): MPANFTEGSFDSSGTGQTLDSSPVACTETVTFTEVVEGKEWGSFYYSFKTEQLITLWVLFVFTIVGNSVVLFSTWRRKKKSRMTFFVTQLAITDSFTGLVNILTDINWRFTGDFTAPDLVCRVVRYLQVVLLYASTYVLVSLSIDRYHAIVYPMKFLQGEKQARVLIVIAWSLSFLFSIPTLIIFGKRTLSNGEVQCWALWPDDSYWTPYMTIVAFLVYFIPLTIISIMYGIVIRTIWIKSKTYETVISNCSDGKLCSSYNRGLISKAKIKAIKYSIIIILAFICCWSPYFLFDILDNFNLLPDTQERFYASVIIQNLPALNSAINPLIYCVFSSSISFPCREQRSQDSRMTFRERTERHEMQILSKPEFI
aGal spleen mod: inhibitors or activators of human alpha-galactosidase in spleen homogenate; P06280; human spleen homogenate, 4MU-alpha-Gal fluorescence, 40 min; Potency, µM (titrated, usually from 80 µM), inactives show at the highest dose activity change, negative = inhibition, usual class: inhibitors; 0.008% of 240,000 active; AID 2107;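 also: potency is read from the fitted curve at half-maximal effect; 0% = enzyme with vehicle and -100% = no enzyme basal signal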
Target sequence (P06280 32-429 limits assumed): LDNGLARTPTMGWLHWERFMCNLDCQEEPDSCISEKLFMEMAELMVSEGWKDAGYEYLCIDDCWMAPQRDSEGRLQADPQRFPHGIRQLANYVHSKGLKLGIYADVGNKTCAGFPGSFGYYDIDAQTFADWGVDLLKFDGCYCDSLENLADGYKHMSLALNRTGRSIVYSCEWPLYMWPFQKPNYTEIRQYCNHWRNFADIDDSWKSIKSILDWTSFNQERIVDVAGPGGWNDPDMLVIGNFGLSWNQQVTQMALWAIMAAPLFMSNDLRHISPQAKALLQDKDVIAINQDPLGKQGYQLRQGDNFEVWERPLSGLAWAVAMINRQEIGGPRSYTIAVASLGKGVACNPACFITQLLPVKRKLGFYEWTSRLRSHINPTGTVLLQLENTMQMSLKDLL
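qHTS titration in buffer at pH 5.0. Alpha-galactosidase activity in spleen homogenate was measured via 4-methylumbelliferone release from 1 mM fluorogenic substrate after 40 min at 37C and a pH 10 stop. AC50 came from Hill fits of control-normalized data.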
TexasRed fluor: Texas Red fluorescence interference in TRb-SRC2 counter-screen | TRb/SRC2 Texas Red total fluorescence interference | Potency, µM (series often up to 106 µM), without a hit: at the highest dose fluorescence change, negative = quenching | 0.29% of 280,000 active | AID 1479; active = well fitted curve in either direction with a large enough effect; inconclusive = small, poorly fitted or top-dose-only effect; also: potency is read from the fitted curve at half-maximal effect; % is scaled to controls: 0 for no effect and ±100 for the full control effect
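Human TRb ligand-binding domain at 0.6 uM with 20 nM Texas Red SRC2 peptide in Tris buffer containing 1 uM T3 and 5% DMSO, incubated with compound 5 h at ambient temperature. Total fluorescence (555/632 nm) calculated as parallel + 2 × perpendicular.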
Tau fluor cs: counter-screen for tau fibril formation inhibitors; tau K18 P301L Alexa594 fluorescence, heparin fibrillization; Potency, µM (highest dose often 57.7 µM), for the others: at the top dose activity change, negative = decrease; AID 1463; 0.93% of 280,000 active; also: potency is read from the fitted curve at half-maximal effect; % is scaled to controls: 0 for no effect and ±100 for the full control effect; nearly all actives have a fitted effect of over 55% in size
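Human tau K18 P301L (15 uM unlabeled, 0.24 uM Alexa 594-labeled) in 100 mM sodium acetate pH 7 with 20 uM heparin, 6 hr at 37 C. ThT 30 uM added, 1 hr ambient; Alexa 594 FP and total fluorescence read at 555/632 nm.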
Epigenetic derep: epigenetic control regulation, reporter derepression. murine LDR cells, GFP reporter derepression, 30 h. Potency, µM (doses to about 53.9 µM), without a hit: top-dose GFP activation, hits mostly activators. 0.2% of 280,000 active. AID 1865; also: potency is read from the fitted curve at half-maximal effect; % of control where 0% means no effect; nearly all actives have a fitted effect of over 60% in size
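Readout is the number of GFP-expressing murine LDR cells, counted by cytometry following washing. Cells were treated with compound for 30 h at 37 C; the stably integrated CMV-GFP locus is normally silent.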
TRb SRC2 PPI: TRbeta-SRC2 interaction inhibition; P10828; TRbeta-SRC2 peptide binding, fluorescence polarization; receptor liganded with 1 µM T3; Potency, µM (series often up to 106 µM), for inactives: top-dose activity change, negative = inhibition, hits mostly inhibitors; 0.065% of 280,000 active; AID 1469;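 also: potency is read from the fitted curve at half-maximal effect; plate controls were bound peptide for no effect and peptide without receptor for full effect; nearly all actives have a fitted effect of over 50% in size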
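Decrease in fluorescence polarization of 20 nM Texas Red SRC2 coactivator peptide flagged inhibition of its binding to 0.6 uM TRb LBD; 1 uM T3 included, incubation 5 hr, ex 555/em 632 nm.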
CBFb-RUNX1 inh: blocks binding between human CBF-beta and RUNX1 | Q01196+Q13951 | Potency, µM (top dose mostly 59.8 µM), without a hit: at the highest dose activity, negative = inhibition, actives largely listed as inhibitors | 230,000 tested, under 10 active | AlphaScreen CBFb-His/RUNX1-biotin binding, biochemical; also: % of control where 0% means no effect
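Bead-based AlphaScreen assay; binding partners His-tagged CBF-beta and biotinylated RUNX1 at 30 nM each. Compound exposure 15 min after a 20-min protein preincubation; bead step 90 min; all steps at room temperature.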
Numbers without * were called inactive; ? = inconclusive; . = not tested or not shown; & = joins results of further samples; [ ] = another dose, or the depositor's remark. Unless noted, calls follow the shape of the dose curve; as a rule, active = well fitted curve in the direction sought with a large enough effect; inconclusive = small, poorly fitted or top-dose-only effect, or another doubt; inactive = no such curve, though single readings can be large; an effect the other way counts as inactive or inconclusive. Some of the compounds tested, so the mix of outcomes need not match the whole.

Molecule	Tau fibril FP	NPSR antag	aGal spleen mod	TexasRed fluor	Tau fluor cs	Epigenetic derep	TRb SRC2 PPI	CBFb-RUNX1 inh
FC(F)(F)c1ccc(C2[C@H]3CN(Cc4cccnc4)[C@H](c4ccccc4)C34CC2(c2cccnc2)C4)cc1 (stereo not given in full)	2%&3%	?	-4%&4%	1%&-1%	-1%&-3%	-0.6%&1.2%	-2%&1%	10%&3%
NC(=O)c1ccccc1OCC(=O)O	-9%	-6%[46.1 µM]	6%	1%	0%	0.9%	-6%	4%
C=CCN1C(=O)/C(=c2\sc3nc(=O)c(Cc4ccccc4)nn3c2=O)c2ccccc21	?	6%	-12%	-6%	-23%	1.1%	1%	-17%
COc1cc(OC)c(NC(=O)Cc2c(C(=O)O)c(C)cn2C)cc1Cl	9%	.	.	0%	5%	-0.5%	1%	.
CSc1nc(=O)n2cccc(C)c2n1	-1%	9%[46.1 µM]	-2%	0%	-5%	-0.9%	0%	4%
Cc1ccc(NC(=O)c2ccc(S(=O)(=O)NCC3CCCO3)cc2)cc1C (stereo not given)	3%	9%	-8%	-3%	-3%	-5.8%	0%	5%
O=C(NNc1cc(N2CCOCC2)nc(N2CCOCC2)n1)c1ccc(Cl)cc1Cl	?	17%	3%	?	-5%	0.0%	-3%	-1%
CNC(=O)c1ccsc1NC(=O)c1ccc(S(=O)(=O)N2CCOCC2)cc1	-11%	-21%	1%	-3%	-14%	1.1%	-2%	-3%
O=C(C(=O)N1CCN(c2ccccc2F)CC1)c1c[nH]c2ccccc12	-14%	-3%	-2%	-2%	-22%	-1.7%	7%	-1%
Cc1cc(C)n(C(=O)/C(C#N)=C/N(C)C)n1	-6%	5%	-2%	0%	5%	-0.1%	-7%	-22%
CC(C)N(C(=O)COC(=O)CNS(=O)(=O)c1ccccc1F)c1ccccc1	1%	0%	-3%	-1%	-10%	2.3%	-2%	9%
Cc1ccc(NC(=O)Cn2nnc3ccccc3c2=O)cc1	8%	10%	-2%	-4%	1%	0.0%	-6%	15%
COC(=O)[C@@]1(Cc2ccc(OC)cc2)[C@H]2c3cc(C(=O)N(C)C)n(Cc4ccc(C(F)(F)F)nc4)c3C[C@H]2CN1C(=O)c1ccccc1	-5%	.	2%	3%	-15%	9.1%	-3%	24%
O=c1c2oc3ccccc3c2n(Cc2ccccc2Cl)c(=O)n1Cc1ccco1	12%	.	.	1%	2%	5.2%	2%	.
CC1Oc2ccccc2N(CC(=O)NCc2cccs2)C1=O (stereo not given)	5%	-2%	0%	-1%	5%	0.0%	-1%	-4%
COc1ccccc1N1CCN(C(=O)c2c(-c3c(Cl)cccc3Cl)noc2C)CC1	-13%	-22%[46.1 µM]	4%	-3%	-21%	2.4%	-1%	3%
Cc1occc1C(=O)Nc1cccc(C(=O)O)c1	2%	-5%[46.1 µM]	0%	-2%	-1%	9.9%	-4%	2%
CN(C)c1ccc(CN(C)C2CCCCC2)cc1	9%	-8%[46.1 µM]	-4%	1%	-11%	0.8%	10%	-3%
O=C(CCN1CCC(c2ccc(Cl)s2)=N1)c1ccc(Cl)s1	1%	-6%	2%	0%	-20%	0.0%	-1%	8%
CCOC(=O)c1c(C)[nH]c(C)c1C(=O)COC(=O)[C@@H]1CCCN1S(=O)(=O)c1ccc(Cl)cc1	-7%	-17%[46.1 µM]	6%	-1%	?	-2.8%	-1%	-8%
O=C1CSCC(=O)N1c1ccccc1	-12%	10%[46.1 µM]	8%	-4%	-5%	-1.0%	6%	-21%
Cc1cccc(C)c1OCc1cc(=O)n2c(-c3ccccc3)csc2n1	3%	.	.	0%	-15%	0.0%	4%	.
COC(=O)c1c(NC(=O)c2ccc(C)cc2)sc(Cc2ccccc2)c1C	?	-13%[46.1 µM]	17%	0%	-20%	-0.9%	-10%	2%
Cc1ccc(C(=O)c2sc3nc4c(cc3c2N)CCC4)cc1	13%	10%	-10%	6%	-11%	0.0%	4%	3%
Cc1cc(=O)[nH]c(N/N=C2/CCCC/C2=C\c2ccccc2)n1	-6%	-22%	2%	-2%	-20%	3.6%	9%	0%
OCCC1CN(CC(c2ccccc2)c2ccccc2)CCN1C1CCCC1 (stereo not given)	-8%	-20%	-13%	-3%	-4%	2.1%	1%	5%
Cc1ccc(C2CCN(C(=S)NC(C)(C)C)C2)cc1 (stereo not given)	-4%	-47%	0%	3%	-25%	-0.4%	4%	-6%
C[C@@H]1Oc2ccccc2C=C1/C=C/C(=O)O	-5%	.	-12%	-9%	-4%	-1.1%	11%	3%
COc1ccc(C2=NS(=O)(=O)N(C)C(C(=O)NC(C)c3ccccc3)=C2)cc1 (stereo not given)	-9%	.	.	-1%	?	-2.0%	-9%	.
COc1ccc(Nc2nnc(SCC3CCCO3)s2)cc1 (stereo not given)	9%	-2%	3%	-2%	-17%	-1.6%	-2%	4%
Cc1ccc2c(C)nc(Nc3nc(CSc4nnnn4-c4ccccc4)cc(=O)[nH]3)nc2c1	4%	-18%[46.1 µM]	6%	-2%	-7%	4.6%	1%	4%
CCOc1cc(CNc2ccc(Br)cc2)cc(Br)c1OCC(=O)NC(C)(C)C	?	?	-4%	-4%	?	-0.2%	-5%	1%
Cc1cc2c(cc1S(=O)(=O)N(C)CC(=O)Nc1cccc(C#N)c1)OCC(=O)N2	-5%	.	.	3%	-3%	0.0%	0%	.
Cc1c(C(=O)N(C)C)sc2nc(-c3ccccn3)[nH]c(=O)c12	6%	-7%[46.1 µM]	3%	-1%	-4%	-0.2%	2%	.
O=C(NC(=S)Nc1ccc(CN2CCOCC2)cc1)c1ccc(-c2ccc(Br)cc2)o1	?	19%	-7%	-1%	-17%	-4.1%	1%	5%
COC(=O)c1c(NC(=S)NC(=O)c2ccco2)sc2c1CCCC2	-11%	10%	4%	-2%	-24%	4.2%	1%	0%
O=C(CCS(=O)(=O)c1cccc2nonc12)N1CCN(c2ccc(F)cc2)CC1	-2%	-12%[46.1 µM]	2%	1%	-14%	-3.4%	-2%	-1%
COc1cc(C(=O)OCc2cc(=O)n3nc(C4CCCCC4)sc3n2)cc(OC)c1OC	2%	.	.	?	7%	5.9%	-9%	.
Cc1ccccc1OCc1nc(-c2ccc(Br)o2)no1	4%	-12%[46.1 µM]	13%	-3%	-25%	0.7%	8%	16%
C/C=C/C1=CC2=CC(=O)C(C)(OC(=O)c3c(C)cc(O)cc3O)C(=O)C2=CO1 (stereo not given)	-15%	.	9%	1%	-22%	-1.1%	3%	5%
COC(=O)CCc1nc2c(C#N)c(-c3ccc(Cl)cc3)ccn2n1	-13%	-1%	4%	4%	-15%	-1.4%	2%	-5%
COc1cccc(-n2cc(C(=O)NCc3ccccc3OC)c3ccccc3c2=O)c1	-5%	.	.	?	-13%	0.0%	-4%	.
Cc1ccc(-c2noc(C3CCN(C(=O)Nc4ccc(C#N)cc4)CC3)n2)o1	-9%	0%[7.67 µM]	-1%	1%	-28%	0.3%	-5%	6%
COc1ccc([N+](=O)[O-])cc1N(CC(=O)NCCSc1ccc(C)cc1)S(C)(=O)=O	-4%	15%	4%	-1%	-15%	-1.8%	-7%	3%
COC(=O)c1ccc(C2/C(=C(/O)c3ccc(OC(C)C)cc3)C(=O)C(=O)N2c2cc(C)on2)cc1 (stereo not given)	-1%	-6%[46.1 µM]	-11%	-5%	-5%	5.0%	7%	3%
CCOc1ccc(-n2cc(-c3ccccc3)c3c(NC4CCCC4)ncnc32)cc1	-4%	.	.	0%	-6%	0.9%	-7%	.
N#C/C(=C\c1ccco1)C(=O)Nc1cccc2ncccc12	2%	-4%	?	-1%	3%	2.0%	15%	-6%
O=C1CCC(N2C(=O)c3ccccc3C2=O)C(=O)N1 (stereo not given)	-4%&-11%&4%&-1%&-3%	-11%[46.1 µM]	9%&-3%&4%&-5%&2%	-2%	-3%&-7%&-2%&-15%&-2%	-1.2%&1.1%&-0.9%&2.7%&-3.0%	1%	8%&14%&16%&14%&-13%
CCC(C)NC(=O)C1CCN(S(=O)(=O)N2CCC3(CC2)OCCO3)CC1 (stereo not given)	0%	20%	6%	1%	-6%	-1.2%	6%	-1%
O=C(N/N=C/C(Br)=C/c1ccccc1)c1cc(-c2ccco2)[nH]n1	?	-32%	3%	-2%	?	6.4%	4%	-8%
CCOC(=O)c1ccccc1NC(=O)N1CCC(CN2CCCCC2)CC1	-12%	.	.	2%	1%	-1.2%	-3%	.
CCOc1cc(/C=C2\SC(=S)N(C(C(=O)O)c3ccccc3)C2=O)ccc1O (stereo not given)	0%	30%	5%	0%	3%	-1.3%	7%	5%
O=C(NCc1cccc(Br)c1)c1cccn1-c1nnc(N2CCCCC2)s1	7%	.	.	-1%	-20%	-4.1%	-3%	.
CCc1nnc(NC(=O)c2c(OC)cccc2OC)s1	-9%	-10%[46.1 µM]	0%	-2%	-1%	0.0%	1%	-4%
O=C(c1cc(-c2ccncc2)nc2ccc(Cl)cc12)N1CCN(Cc2ccc3c(c2)OCO3)CC1	1%	-39%	3%	-1%	-3%	2.3%	-4%	-8%
O=C(c1ccc2c(=O)n3c(nc2c1)CCCCC3)N1CCN(Cc2ccccc2)CC1	-4%	-12%[46.1 µM]	0%	0%	-4%	0.7%	-4%	0%
O=C(Cn1c(-c2ccccn2)nc2ccccc21)N/N=C/c1cccnc1	6%	-8%	5%	-3%	6%	-1.1%	-1%	7%
